JMJD2A Tudor inh: JMJD2A Tudor domain (human) inhibition; O75164; Potency, µM (doses to about 114 µM), without a hit: at the highest dose activity change, negative = inhibition, most hits filed as inhibitors; actives 4.4% (n = 390,000); AlphaScreen JMJD2A-Tudor / H3K4me3 peptide binding; further: nearly all actives have a fitted effect of over 50% in size
GLS inhibitor: blocks human kidney-isoform glutaminase activity | O94925 | actives 0.21% (n = 410,000) | GLS enzymatic activity, qHTS titration | Potency, µM (top dose mostly 45.5 µM), for inactives: top-dose activity change, negative = inhibition, most hits filed as inhibitors
Target sequence (O94925 whole entry, looked up, canonical isoform): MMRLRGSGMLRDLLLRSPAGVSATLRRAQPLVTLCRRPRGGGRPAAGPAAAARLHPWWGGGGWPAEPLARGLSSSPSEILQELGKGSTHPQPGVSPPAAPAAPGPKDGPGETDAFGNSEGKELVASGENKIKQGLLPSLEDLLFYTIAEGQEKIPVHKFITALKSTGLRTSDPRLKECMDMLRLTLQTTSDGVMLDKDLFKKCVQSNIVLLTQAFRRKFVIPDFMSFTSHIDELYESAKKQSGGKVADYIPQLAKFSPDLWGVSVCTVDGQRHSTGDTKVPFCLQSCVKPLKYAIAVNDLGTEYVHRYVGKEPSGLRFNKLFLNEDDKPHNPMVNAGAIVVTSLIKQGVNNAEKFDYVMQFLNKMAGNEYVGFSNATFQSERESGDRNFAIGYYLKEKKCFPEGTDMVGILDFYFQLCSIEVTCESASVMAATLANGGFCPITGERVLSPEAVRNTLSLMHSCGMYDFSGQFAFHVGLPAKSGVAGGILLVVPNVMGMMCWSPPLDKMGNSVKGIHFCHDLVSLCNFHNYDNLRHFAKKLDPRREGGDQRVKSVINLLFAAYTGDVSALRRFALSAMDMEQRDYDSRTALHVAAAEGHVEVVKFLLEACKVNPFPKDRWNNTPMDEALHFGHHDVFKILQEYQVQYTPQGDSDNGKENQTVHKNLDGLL
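Human kidney-isoform GLS in 45 mM KH2PO4 pH 8.2, 0.02% Tween-20, with compound, started with 1mM L-Glutamine (added stock). Glutamate oxidase/HRP/Amplex red coupled fluorescence read at start and after 30 min at RT.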
RGS4 inh: inhibitors of human regulator of G protein signaling 4 | P49798 | Potency, µM (series often up to 114 µM), inactives show top-dose activity change, negative = inhibition, most hits filed as inhibitors | actives 0.039% (n = 390,000) | Transcreener GDP fluorescence polarization, RGS4-accelerated GTP hydrolysis; further: nearly all actives have a fitted effect of over 75% in size; some results filed as inactive show a strong effect at the top dose
Target sequence (P49798 whole entry, looked up): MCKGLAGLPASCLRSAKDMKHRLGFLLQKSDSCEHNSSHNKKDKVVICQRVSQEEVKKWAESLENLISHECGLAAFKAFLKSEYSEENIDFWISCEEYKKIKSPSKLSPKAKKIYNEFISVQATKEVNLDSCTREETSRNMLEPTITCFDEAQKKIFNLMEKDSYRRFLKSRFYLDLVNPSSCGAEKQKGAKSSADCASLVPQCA
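MLSMR compounds (23 nl, pin-transferred) preincubated 10 min at room temperature with a 500nM (2x) first reagent, then RGS4 at 900nM (2x) plus Transcreener GDP mix added; fluorescence polarization (620/688 nm) read before and after 90 min at 30 °C.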
The depositor's hits bear a star; i = inactive; ? = inconclusive; · = not tested or not shown; & = joins results of further samples; [ ] = remark or other dose. The call rests on the fitted dose curve; in most records, active means well fitted curve in the direction sought with a large enough effect; inconclusive means small, poorly fitted or top-dose-only effect, or another doubt; inactive means no such curve, though single readings can be large; an effect the other way counts as inactive or inconclusive. On the % scale 0 is the no-effect control and ±100 the full control effect; potency means the concentration at half of the fitted maximal effect. A portion of the library; rates above refer to the full screens.

JMJD2A Tudor inh	GLS inhibitor	RGS4 inh	smiles
-21%	·	·	Cc1cc2c(s1)c1cnn(Cc3cccc(Cn4ncc5c6sc(C)cc6n(C)c5c4=O)c3F)c(=O)c1n2C
?	·	·	COc1ccc(C2c3c(ncn(CCc4ccccc4)c3=N)Oc3ccc4ccccc4c32)cc1OC (stereo not drawn)
-19%	·	·	O=S(=O)(c1cccc(F)c1)N1CCN(S(=O)(=O)c2ccc3c(c2)OCCO3)CC1
-15%	·	·	COc1cc(F)c(S(=O)(=O)N2CCN(S(=O)(=O)c3cccc(NC(C)=O)c3)CC2)c(F)c1
-18%	·	·	Cc1ccccc1C(=O)NCC(=O)OC(C(=O)Nc1cc(C(F)(F)F)ccc1Cl)c1ccccc1 (stereo not drawn)
-9%	·	·	COc1ccc(-c2nnc3n2N=C(c2c(OC)cccc2OC)CS3)cc1
-5%	·	·	O=C1c2ccccc2C(=O)N1c1noc2ccccc12
2%	·	·	O=[S+]1([O-])N=C(Oc2cccnc2)c2ccccc21
3.5µM*	·	·	CSc1cc2c(s1)c1cnn(Cc3cccc(N)c3)c(=O)c1n2C
40µM*	·	·	CCOc1ccc(C2c3c(ncn(-c4ccccc4)c3=N)Oc3ccc4ccccc4c32)cc1OCC (stereo not drawn)
-22%	·	·	CC1(C)CCC(C)(C)c2cc([S+](=O)([O-])N3CCN([S+](=O)([O-])c4c(F)cccc4F)CC3)ccc21
-12%	·	·	Cc1ccc(C(=O)NC2CCN(C#N)CC2)cc1
45µM*	·	·	N=c1c2c(ncn1-c1ccccc1)Oc1ccc3ccccc3c1C2c1ccc2c(c1)OCO2 (stereo not drawn)
?	·	·	COc1ccc(C2c3c(N)nc(CCCc4ccccc4)nc3Oc3ccc4ccccc4c32)cc1OC (stereo not drawn)
-14%	·	·	CCC(C)(CCN1CCOCC1)N(Cc1cc2ccccc2n(C)c1=O)C(=O)C1CCCCC1 (stereo not drawn)
-11%	·	·	O=C1c2ccccc2C(=O)N1c1cccc(=O)[nH]1
-10%	·	·	CC(C)CC(OC(=O)CNC(=O)c1ccccc1)C(=O)Nc1cc(C(F)(F)F)ccc1Cl (stereo not drawn)
-12%	·	·	O=[S+]([O-])(c1ccc2nsnc2c1)N1CCN([S+](=O)([O-])c2c(F)cccc2F)CC1
-15%&-25%	·	·	O=C1OC(c2ccccc2)(c2ccccc2)N2CCN(C(=O)NCc3ccc(F)cc3)CC12 (stereo not drawn)
3%	·	·	Cc1cc2c(s1)c1cnn(Cc3ccccc3)c(=O)c1n2C
1%	·	·	COc1cccc(Cn2ncc3c4sc(SC)cc4n(C)c3c2=O)c1
-21%	·	·	N#Cc1ccc(N2CCN(S(=O)(=O)c3ccc4c(c3)CC(=O)N4)CC2)cc1
?	·	·	COc1cccc(C2c3c(ncn(-c4cccc(Cl)c4)c3=N)Oc3ccc4ccccc4c32)c1 (stereo not drawn)
-35%	·	·	CCNc1cccc(S(=O)(=O)N2CCN(S(=O)(=O)c3ccc4c(c3)OCCO4)CC2)c1
?	·	·	CC(=O)Nc1ccc(OC2=NS(=O)(=O)c3ccccc32)cc1
-12%	·	·	COc1ccc(C(=O)N(Cc2ccccc2)Cc2ccccc2)c(O)c1
-35%	·	·	Cc1ccc(NS(=O)(=O)c2cc3c(cc2N(C)C)CCC(=O)N3)cc1C
-12%	·	·	c1ccc(CNCc2nnc(-c3cc4ccccc4[nH]3)o2)cc1
-16%	·	·	CC(C)Nc1nc(C#N)nc(Nc2ccccc2)n1
?	·	·	COc1ccc(-c2nc3ccccc3n2Cc2ccccc2)cc1COc1ccc(NC(C)=O)cc1
-33%	·	·	COc1cc(-c2ccc3ncnc(NCc4nc(C)cs4)c3c2)cc(OC)c1OC
-1%	·	·	CCNc1nc(C#N)nc2c1ncn2-c1cccc(Cl)c1

Of the compounds above, four have a Cl atom.
JMJD2A Tudor inh	GLS inhibitor	RGS4 inh	smiles
-18%	·	·	Cc1ccccc1C(=O)NCC(=O)OC(C(=O)Nc1cc(C(F)(F)F)ccc1Cl)c1ccccc1 (stereo not drawn)
-10%	·	·	CC(C)CC(OC(=O)CNC(=O)c1ccccc1)C(=O)Nc1cc(C(F)(F)F)ccc1Cl (stereo not drawn)
?	·	·	COc1cccc(C2c3c(ncn(-c4cccc(Cl)c4)c3=N)Oc3ccc4ccccc4c32)c1 (stereo not drawn)
-1%	·	·	CCNc1nc(C#N)nc2c1ncn2-c1cccc(Cl)c1

(cont.)
JMJD2A Tudor inh	GLS inhibitor	RGS4 inh	smiles
11µM*	·	·	C=CCNc1nnc(-c2cccc3ccccc23)o1
-18%	·	·	O=C(Nc1nc(Nc2cc(F)cc(F)c2)nc(NC2CCCC2)n1)OCc1ccccc1
-1%	·	·	CC(C)(C)OC(=O)Cc1nnc(-c2cc3ccccc3[nH]2)o1
12%	·	·	Cc1ccc(S(=O)(=O)Nc2cccc3ccc(C)nc23)cc1
-4%	·	·	Cc1cccc(S(=O)(=O)NC2CCN(C#N)C2)c1 (stereo not drawn)
-11%	·	·	O=S(=O)(c1ccc2nc(Cl)c(Cl)nc2c1)N1CCN(S(=O)(=O)c2c(F)cccc2F)CC1
?	·	·	Cc1ccc(NS(=O)(=O)c2cc3c(cc2Cl)NC(=O)C3)cc1C
-1%	·	·	CC(C)CC(O)C(=O)Nc1cc(C(F)(F)F)ccc1Cl (stereo not drawn)
-30%	·	·	COc1cc2c(s1)c1cnn(Cc3ccccc3F)c(=O)c1n2C
-12%	·	·	N#CN1CCC(NC(=O)c2cccc(F)c2)CC1
?	·	·	O=C(CNC(=O)c1ccc2cc[nH]c2c1)OC(C(=O)Nc1cc(C(F)(F)F)ccc1Cl)c1ccccc1 (stereo not drawn)
-24%	·	·	Cc1cc2c(s1)c1cnn(Cc3ccc(F)cc3Cl)c(=O)c1n2C
?	·	·	COc1ccc(OC)c(C2=Nn3c(nnc3-c3ccc(OC)c(OC)c3)SC2)c1
-15%	·	·	COc1ccc(OC)c(C2=Nn3c(nnc3-c3ccccc3OC)SC2)c1
-2%	·	·	COc1ccc(C(=O)O)cc1COc1ccc(NC(C)=O)cc1
-13%	·	·	c1nc(N2CCC(N3CCCC3)CC2)c2cc(-c3ccc4c(c3)OCO4)ccc2n1
-32%	·	·	Cc1cc(C)c(C)c(S(=O)(=O)N2CCN(S(=O)(=O)c3ccc4c(c3)OCCO4)CC2)c1C
-16%	·	·	O=C(CNC(=O)C1CCCCCC1)OC(C(=O)Nc1cc(C(F)(F)F)ccc1Cl)c1ccccc1 (stereo not drawn)
?	·	·	Cc1csc(CNc2ncnc3ccc(-c4ccc5c(c4)OCO5)cc23)n1
16%	·	·	CCCCCn1ncc2c3sc(C)cc3n(C)c2c1=O
-17%	·	·	COc1cc(OC)cc(-c2nnc3n2N=C(c2ccc(OC)c(OC)c2)CS3)c1
?	·	·	COc1ccc(C2Nc3ccccc3C(=O)N2Cc2ccccc2C)cc1COc1ccc(NC(C)=O)cc1 (stereo not drawn)
-12%	·	·	O=C1c2ccccc2C(=O)N1c1ccc2ccccc2n1
-12%	·	·	CCCCC(OC(=O)CNC(=O)c1ccccc1)C(=O)Nc1cc(C(F)(F)F)ccc1Cl (stereo not drawn)
-23%	·	·	O=[S+]([O-])(c1ccc2c(c1)OCCO2)N1CCN([S+](=O)([O-])c2c(F)cc(O)cc2F)CC1
?	·	·	Nc1cccc(S(=O)(=O)N2CCN(S(=O)(=O)c3c(F)cccc3F)CC2)c1
-6%	·	·	CC(=O)N1CCc2cc(S(=O)(=O)Nc3ccc(C)c(C)c3)ccc21
-21%	·	·	COc1ccc(C2=Nn3c(nnc3-c3cccc(OC)c3OC)SC2)c(OC)c1
-10%	·	·	COc1c(Cl)cccc1NC(=O)c1c(NC(=O)Cc2ccccc2)sc2c1CCCC2
-12%	·	·	N#Cc1ccccc1S(=O)(=O)N1CCN(S(=O)(=O)c2ccc3c(c2)OCCO3)CC1
-28%&-20%	·	·	COc1ccccc1C1=Nn2c(nnc2-c2ccccc2C)SC1
-26%	·	·	CN(C)C(=O)c1ccc(-c2cc[nH]c(=O)c2N)cc1

Look-ups from above.
JMJD2A Tudor inh, COc1ccc(C2=Nn3c(nnc3-c3cccc(OC)c3OC)SC2)c(OC)c1 is entered as -21%
JMJD2A Tudor inh, O=[S+]([O-])(c1ccc2c(c1)OCCO2)N1CCN([S+](=O)([O-])c2c(F)cc(O)cc2F)CC1 is entered as -23%

(further entries)
JMJD2A Tudor inh	GLS inhibitor	RGS4 inh	smiles
-19%	·	·	COc1ccc(S(=O)(=O)Nc2cc(OC)cc3cccnc23)cc1
-15%	·	·	COc1ccc(-c2ccc3ncnc(N(C)Cc4csc(C)n4)c3c2)cc1OC
56µM*	·	·	COc1cc(NS(=O)(=O)c2ccc([N+](=O)[O-])cc2)c2ncccc2c1
-27%	·	·	Cc1cc2c(s1)c1cnn(Cc3cc(C(F)(F)F)cc(Cl)c3F)c(=O)c1n2C
-24%	·	·	COc1ccc(CN2C(=O)c3ccccc3NC2c2ccc(OC)c(COc3ccc(NC(C)=O)cc3)c2)cc1 (stereo not drawn)
-9%	·	·	Cc1ccc(NS(=O)(=O)c2cc3c(cc2/C=C/c2ccccc2)NC(=O)CO3)cc1C
-13%	·	·	O=S(=O)(c1ccc2c(c1)OCCO2)N1CCN(S(=O)(=O)c2c(Cl)cc(C(F)(F)F)cc2Cl)CC1
-32%	·	·	Cn1nnnc1Sc1ncnc2scc(-c3cccc(N)c3)c12

In the list so far, three contain an aryl thioether with sulfur outside any ring.
JMJD2A Tudor inh	GLS inhibitor	RGS4 inh	smiles
3.5µM*	·	·	CSc1cc2c(s1)c1cnn(Cc3cccc(N)c3)c(=O)c1n2C
1%	·	·	COc1cccc(Cn2ncc3c4sc(SC)cc4n(C)c3c2=O)c1
-32%	·	·	Cn1nnnc1Sc1ncnc2scc(-c3cccc(N)c3)c12

Continuation:
JMJD2A Tudor inh	GLS inhibitor	RGS4 inh	smiles
?	·	·	Cc1nc(C(C)Nc2ncnc3ccc(-c4ccc5c(c4)OCO5)cc23)cs1 (stereo not drawn)
-18%	·	·	Cc1c(P(=S)(c2ccccc2)c2ccccc2)[n+]2ccccc2n1Cc1ccccc1
?	·	·	Cc1ccc2nsnc2c1S(=O)(=O)Nc1cccc2cccnc12
22µM*	·	·	COc1ccc(C2Nc3ccccc3C(=O)N2Cc2ccco2)cc1COc1ccc(N)cc1 (stereo not drawn)
?	·	·	COc1cc(-c2ccc3ncnc(NCCc4cnc[nH]4)c3c2)cc(OC)c1OC
-12%	·	·	Cc1cc2c(s1)c1cnn(Cc3cccc(F)c3F)c(=O)c1n2C
?	·	·	COc1cc(OC)cc(-c2nnc3n2N=C(c2ccccc2OC)CS3)c1
-23%	·	·	CCn1cnc2c(Nc3ccc(Cc4cccnc4)cc3)nc(C#N)nc21
-11%	·	·	O=C(NCCc1nc2ccccc2n1CCO)C1CCCCC1
-18%	·	·	COc1ccc(NC(=O)C(OC(=O)CNC(=O)c2ccccc2)c2ccccc2)c(C)c1 (stereo not drawn)
-10%	·	·	O=[S+]([O-])(c1ccc2c(c1)OCCO2)N1CCN([S+](=O)([O-])c2ccccc2Br)CC1
-18%	·	·	O=C(CNC(=O)c1ccc2ccccc2c1)OC(C(=O)Nc1cc(C(F)(F)F)ccc1Cl)c1ccccc1 (stereo not drawn)
-21%	·	·	N#Cc1nc(Nc2cc(F)cc(F)c2)c2ncn(CCCN3CCCC3)c2n1
·	·	i	CC1=C(C2=C(C)C(C(C)C)C3=C(C(=O)C(O)C3O)C2O)C(O)C2=C(C(O)C(O)C2=O)C1C(C)C (stereo not drawn)
·	·	?	COC1OC2COC(c3ccccc3)OC2C(O)C1O (stereo not drawn)
·	·	-56%[56.9 µM]	COC(=O)CC[C@@H](C)[C@H]1CC[C@H]2[C@@H]3CC[C@@H]4C[C@H](O)CC[C@]4(C)[C@H]3C[C@H](O)[C@]12C
·	·	i	COc1ccc(-c2oc3cc(OC)ccc3c(=O)c2O)cc1
·	·	-149%[56.9 µM]	O=C1CC(c2ccccc2O)Oc2ccc(O)cc21 (stereo not drawn)
·	·	i	Cc1cc(=O)oc2cc(O[C@@H]3O[C@H](C(=O)O)[C@@H](O)[C@H](O)[C@H]3O)ccc12
·	·	i	C[C@H]1C[C@]2(O[C@@H]2C)C(=O)O[C@@H]2CCN(C)C/C=C(/COC(=O)[C@]1(C)O)C2=O
·	·	-71%[56.9 µM]	Cc1cc(=O)cc2oc3cc(N)c(-c4c(C)cc(O)cc4O)c(C)c3nc1-2
·	·	i	O=c1cc(-c2cccc(O)c2)oc2cccc(O)c12
·	·	256%[activator][56.9 µM]	COc1ccccc1-c1oc2ccccc2c(=O)c1O
·	·	-27%[56.9 µM]	O=c1[nH]c(=O)n([C@@H]2O[C@H](CO)[C@@H](O)[C@H]2O)cc1Br
·	·	i	OC[C@H]1O[C@@H](n2cnc3c(NCc4ccccc4)ncnc32)[C@H](O)[C@@H]1O
·	·	i	Cc1ccc2oc(-c3ccccc3)cc(=O)c2c1
·	-1%	·	C[C@H](/C=C/[C@H](C)C(C)(C)O)[C@H]1CC[C@H]2/C(=C/C=C3C[C@@H](O)C[C@H](O)C3)CCC[C@]12C
·	-25%	·	CO[C@]1(NC(=O)Cc2cccs2)C(=O)N2C(C(=O)O)=CC(COC(N)=O)S[C@H]21 (stereo partly drawn)
